# Screens deposited in PubChem by Sanford-Burnham Center for Chemical Genomics.
# MPTP inh: inhibitors of mitochondrial permeability transition pore; inhibition, % at 10 µM; isolated mouse mitochondria, Ca2+ swelling absorbance, 30 min; 360,000 compounds, 1.4% hits;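 active = inhibition of 50% or more, scaled per plate between neutral and stimulator controls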;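 also: 0% = DMSO wells given calcium and 100% = 1 mM EGTA wells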
# mIAP act: increases mouse intestinal alkaline phosphatase activity; muIAP, CDP-Star luminescence, 30 min; hits give high values; 1 = vehicle-only enzyme signal, 0 = enzyme-free wells; activation factor at 10 µM; 330,000 compounds, 0.24% hits;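 active = activation factor of at least 2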; also: the source names both 10 and 20 µM as test concentration; values of inactives mirror those of a sister screen read the other way
#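 Assay system: mouse IAP enzyme / Compound: DMSO-dissolved test compounds / Timing: 30 min, room temperature / Measured by: luminescence from enzymatic CDP-Star hydrolysis / Control set: DMSO-only wells, enzyme-free buffer wells as negative control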
# hIAP activ: increases human intestinal alkaline phosphatase activity | AID 2524 | activation factor at 10 µM | P09923 | purified human IAP, CDP-Star luminescence, 30 min; hits give high values; 1 = vehicle-only enzyme, 0 = enzyme-free background | 330,000 compounds, 0.16% hits;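 active = activation factor of the enzyme at least 2-fold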; also: the source names both 10 and 20 µM as test concentration; values of inactives mirror those of a sister screen read the other way
# Target sequence (P09923 whole entry, looked up): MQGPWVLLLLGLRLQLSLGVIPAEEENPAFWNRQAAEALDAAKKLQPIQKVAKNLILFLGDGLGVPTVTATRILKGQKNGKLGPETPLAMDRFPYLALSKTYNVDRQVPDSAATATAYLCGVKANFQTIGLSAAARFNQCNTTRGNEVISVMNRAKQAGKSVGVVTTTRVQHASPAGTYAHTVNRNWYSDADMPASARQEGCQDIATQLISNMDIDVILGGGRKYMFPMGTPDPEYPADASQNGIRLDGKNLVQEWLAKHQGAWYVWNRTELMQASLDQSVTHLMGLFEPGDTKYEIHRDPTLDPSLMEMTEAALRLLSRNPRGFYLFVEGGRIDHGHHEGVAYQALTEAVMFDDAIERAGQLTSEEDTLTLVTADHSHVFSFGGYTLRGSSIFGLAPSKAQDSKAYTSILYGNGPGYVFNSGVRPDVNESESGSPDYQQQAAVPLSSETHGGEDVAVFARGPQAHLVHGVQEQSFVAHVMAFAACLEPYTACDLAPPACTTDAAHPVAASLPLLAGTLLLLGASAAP
# hIAP block: blocks human intestinal alkaline phosphatase | P09923 | purified IAP, CDP-Star luminescence, 30 min | inhibition, % at 10 µM | 330,000 compounds, 0.12% hits | AID 2544;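 active = inhibition reaching a set limit with compound at 10 µM in the primary screen, cut at about 35% in these data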;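 also: plate controls were DMSO wells with enzyme for no effect and no-enzyme buffer wells for full effect; values of inactives mirror those of a sister screen read the other way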
# A3A deaminase: human APOBEC3A DNA deaminase inhibition. P31941. recombinant A3A, FAM/TAMRA ssDNA deamination fluorescence. AID 493011. inhibition, % at 20 µM. 330,000 compounds, 0.41% hits;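 active = at least 40% inhibition at 20 µM here, with at most 30% in a related deaminase screen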;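 also: plate controls were A3A with DMSO for no effect and wells lacking A3A enzyme for full effect; some results filed as inactive read as strong as hits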
# Target sequence (P31941 whole entry, looked up): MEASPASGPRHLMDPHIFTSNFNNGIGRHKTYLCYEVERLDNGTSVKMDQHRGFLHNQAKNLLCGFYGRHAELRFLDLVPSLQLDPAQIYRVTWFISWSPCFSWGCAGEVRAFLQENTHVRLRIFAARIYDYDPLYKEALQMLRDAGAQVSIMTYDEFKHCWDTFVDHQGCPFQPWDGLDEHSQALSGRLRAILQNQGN
# GRIN3A LBD mod: NR3A (human) ligand-binding domain modulation; NR3A LBD differential scanning fluorimetry, Tm shift; 0% = protein alone, 100% = glycine-bound protein; Tm shift relative to glycine control, % at 25 µM; 340,000 compounds, 2.5% hits; AID 1259313;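 active = melting temperature shift of at least 10% of the positive control shift, at one fixed dose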
# mIAP block: blocks mouse intestinal alkaline phosphatase. purified mouse IAP, CDP-Star luminescence, 30 min. 330,000 compounds, 0.2% hits. inhibition, % at 10 µM;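 active = inhibition of at least 40% at 10 µM in the primary screen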;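 also: plate controls were DMSO with enzyme for no effect and no enzyme wells for full effect; values of inactives mirror those of a sister screen read the other way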
# A3G deaminase: blocks human APOBEC3G single-stranded DNA deamination. inhibition, % at 20 µM. Q9HC16. recombinant A3G, ssDNA deamination FAM/TAMRA fluorescence. AID 493012. 330,000 compounds, 0.28% hits;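 active = inhibition of at least 40% at 20 µM, with no more than 30% in the related APOBEC3A deaminase screen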;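 also: plate controls were DMSO wells with A3G for no effect and wells lacking A3G enzyme for full effect; some compounds called inactive have numbers as strong as hits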
# Target sequence (Q9HC16 whole entry, looked up): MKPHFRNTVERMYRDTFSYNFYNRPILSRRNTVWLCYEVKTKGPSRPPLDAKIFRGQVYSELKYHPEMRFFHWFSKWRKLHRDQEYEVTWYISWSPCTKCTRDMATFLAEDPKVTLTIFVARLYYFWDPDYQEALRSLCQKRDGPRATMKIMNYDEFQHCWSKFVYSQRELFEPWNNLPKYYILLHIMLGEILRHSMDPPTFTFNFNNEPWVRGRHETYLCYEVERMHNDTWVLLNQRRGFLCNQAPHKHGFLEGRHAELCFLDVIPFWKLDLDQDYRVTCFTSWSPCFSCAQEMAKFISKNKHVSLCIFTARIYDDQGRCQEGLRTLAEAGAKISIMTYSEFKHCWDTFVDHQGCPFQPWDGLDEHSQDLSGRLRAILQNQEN
# MIN6 prolif: inducers of beta-cell replication in MIN6 cells | proliferation, % at 10 µM | 330,000 compounds, 0.29% hits | MIN6 cells proliferation, ATPlite luminescence, 48 h; cells starved in 0.2% serum; 100% = growth in 10% serum;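 active = compounds whose signal lies at least 3.5 SD above the mean of all wells on their plate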;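 also: 0% = DMSO-treated cells in low-serum medium and 100% = 10% serum control; some compounds called inactive have numbers as strong as hits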
# Starred values were filed as active, the others as inactive; / = not tested or not shown.
SMILES,MPTP inh,mIAP act,hIAP activ,hIAP block,A3A deaminase,GRIN3A LBD mod,mIAP block,A3G deaminase,MIN6 prolif
COc1ccc(NC(=O)CCNS(=O)(=O)c2cc(Br)cnc2N)cc1OC,0.1,0.93,1.2,-18,-3,3,7,-8,2
CC(=O)n1c(-c2ccccc2)c(-c2ccccc2)n(C)c1=O,5.5,0.96,1.4,-41,-3,2,4,-6,-3
O=C(NCC(=O)N(c1cccnc1)C(C(=O)NC1CCCC1)c1cccs1)c1ccco1 (stereo not given),-0.1,0.93,1.1,-9,-3,1,7,-11,0
CCC(C)(C)n1nnnc1C(c1ccccc1OC)N1CCN(C(=O)c2ccco2)CC1 (stereo not given),0.4,1.1,1,0,2,-3,-14,3,0
O=C(COc1cccnc1[N+](=O)[O-])Nc1cc(S(=O)(=O)N2CCCCC2)ccc1Cl,1.9,0.97,0.89,11,-1,1,3,-6,1
O=C(Nc1cccc(NC(=O)c2cccc(Cl)c2)c1)c1cccnc1,0.5,0.95,1,0,1,-5,5,-3,0
O=C(O)c1ccccc1-c1ccccc1C(=O)Nc1nccs1,-2.4,0.99,0.99,1,-3,0,1,-9,0
Cc1cc(Cl)ccc1OC(C)C(=O)Nc1ccccc1N1CCOCC1 (stereo not given),0.1,0.93,0.99,1,0,3,7,-1,-5
CCn1c(=O)c2cc(C(=O)Nc3ccc(OC)cc3OC)sc2c2ccccc21,1.6,1.1,1.2,-15,1,-1,-10,-3,-1
CC1CN(C2CCN(S(=O)(=O)Cc3ccccc3)CC2)CC(C)O1 (stereo not given),0.5,0.84,0.93,7,-3,-2,16,-7,-1
CCOc1ccc(-n2cnnn2)cc1S(=O)(=O)N1CCC(C)CC1C (stereo not given),2.1,0.96,0.85,15,-3,1,4,-2,-1
COC(=O)c1c(NC(=O)C(=O)NCCCN2CCOCC2)sc2c1CCC2,0.2,0.88,1.1,-10,-3,0,12,-5,-2
COc1ccc(S(=O)(=O)N(C)C)cc1NCC(=O)Nc1ccc(Br)c(C)c1,0.4,1.4,1,-5,5,-2,-40,-1,-1
Cc1cccc(N=C2NC(=O)/C(=C/c3cccs3)S2)c1,-3.3,0.87,0.95,5,6,-5,13,-2,0
COc1cc(C(=O)N2CCN(C(=O)C3COc4ccccc4O3)CC2)cc(OC)c1OC (stereo not given),6.0,1,1.2,-23,-2,-1,-2,-6,1
CC(C)(C)c1csc(NC(=O)c2ccc(Cl)s2)n1,3.5,1,1.2,-22,-3,-11,-4,-5,-4
O=C(N[C@@H](Cc1ccc(O)cc1)C(=O)O)c1ccc(C(F)(F)F)cc1,0.4,0.87,0.99,1,-3,-1,13,-9,0
CCc1ccc(OCC(=O)NNC(=O)c2nn(CC)c(=O)c3ccccc23)cc1,-1.8,0.9,1.5,-54,3,-1,10,-7,0
Cc1ccc(Nc2cnn(C34CC5CC(CC(CC(=O)O)(C5)C3)C4)c(=O)c2Cl)c(Cl)c1,-0.6,0.98,1.1,-7,-1,0,2,-4,0
Cc1ccccc1C1CC(c2cccs2)Nc2nnnn21 (stereo not given),-1.2,0.96,1,-1,4,-2,4,2,-2
CC(=O)Nc1ccc(NS(=O)(=O)c2ccc(-c3cnc(C4CC4)o3)cc2)cc1,-2.5,1,1,-2,-2,-3,-1,-6,1
CC(C)n1cnc2c(NCc3ccccc3)nc(NCc3ccccc3)nc21,-0.8,0.95,1,0,-4,-1,5,-6,-7
Cc1ccnc(N2CCC(C(=O)NC3CCCCCC3)CC2)n1,1.4,0.97,1,-1,-1,1,3,0,-3
COCCN1Cc2cccc(C(=O)NCc3ccccc3OC)c2C1=O,-1.8,0.94,1.1,-9,96*,3,6,-1,0
COc1ccccc1NC(=O)CCNS(=O)(=O)c1ccc2[nH]c(=O)oc2c1,0.9,0.59,1.2,-21,7,-2,41*,2,0
COc1cc(C(=O)NCC(c2ccco2)N(C)C)cc(OC)c1OC (stereo not given),0.6,0.9,0.95,5,0,1,10,-5,2
O=C(CCC1CCCN(C(=O)c2ccc3cc[nH]c3c2)C1)N1CCN(c2ccccn2)CC1 (stereo not given),-0.4,0.99,1.1,-12,0,0,1,-5,-1
Cc1cc(C)cc(NC(=O)Nc2cc(-c3ccccc3)nn2C)c1,48,1.6,1,0,-3,-1,-62,-6,0
Cc1ccccc1OCCC(=O)OCC(=O)Nc1c(C)nn(-c2ccccc2)c1C,0.7,1,1.1,-10,14,-3,-3,-6,-4
O=C(NCc1ccc(Cl)cc1)C1CCN(S(=O)(=O)c2cccs2)CC1,-1.1,0.99,0.91,9,0,4,0,-10,2

# Record cards, from the list above. Order of screens: MPTP inh, mIAP act, hIAP activ, hIAP block, A3A deaminase, GRIN3A LBD mod, mIAP block, A3G deaminase, MIN6 prolif
# Profile of Cc1ccccc1OCCC(=O)OCC(=O)Nc1c(C)nn(-c2ccccc2)c1C → 0.7, 1, 1.1, -10, 14, -3, -3, -6, -4
# Profile of O=C(CCC1CCCN(C(=O)c2ccc3cc[nH]c3c2)C1)N1CCN(c2ccccn2)CC1 (stereo not given) → -0.4, 0.99, 1.1, -12, 0, 0, 1, -5, -1
# Profile of Cc1ccnc(N2CCC(C(=O)NC3CCCCCC3)CC2)n1 → 1.4, 0.97, 1, -1, -1, 1, 3, 0, -3
# Profile of CC(C)n1cnc2c(NCc3ccccc3)nc(NCc3ccccc3)nc21 → -0.8, 0.95, 1, 0, -4, -1, 5, -6, -7

# Further structures:
SMILES,MPTP inh,mIAP act,hIAP activ,hIAP block,A3A deaminase,GRIN3A LBD mod,mIAP block,A3G deaminase,MIN6 prolif
N=c1c(C(=O)NCc2ccco2)cc2c(=O)n3ccccc3nc2n1Cc1ccccc1,2.4,0.93,1.1,-10,8,5,7,21,-2
COc1cc(SC)ccc1C(=O)NCCOc1ccc(C)c(C)c1,3.6,0.94,0.87,13,-5,16*,6,-4,0
O=C(/C=C\c1ccco1)NC(=S)Nc1ccccc1O,1.7,0.41,1.1,-12,8,-4,59*,1,-2
CN(Cc1ccccc1N1CCCC1)C(=O)c1cc2ccccc2o1,-0.7,1.1,0.98,2,-2,-4,-11,-3,-3
CCOC(=O)C1CCCN(C(=O)c2cc(-c3ccccc3)nc3ccccc23)C1 (stereo not given),-1.5,0.99,1,-2,-2,-1,1,-2,-4
CCCC1CC(CSC(=N)N)OC1=O (stereo not given),-5.2,0.91,0.81,19,-1,0,9,-4,-2
CC(=O)c1cccc(NC(=O)CSc2nnc(C(C)N(C)C)n2Cc2ccccc2)c1 (stereo not given),-1.1,0.92,0.95,5,-3,5,8,-10,-1
NC(=O)Nc1ccc(C(=O)OCC(=O)N2CCCC2=O)cc1,-0.3,0.91,1,-2,1,2,9,0,1
COc1cccc(/C=N/NC(=O)Cn2cnc3c2c(=O)n(C)c(=O)n3C)c1,1.8,1.1,1,-3,-2,1,-7,-9,-3
Cc1c(C(=O)O)oc2ccc(S(=O)(=O)NC3CCCCCCC3)cc12,-0.2,1,1.2,-17,-4,0,-4,-1,-1
Cc1ccc(OCCC(=O)OCC(=O)NC2CCCC2)cc1,-1.3,0.94,0.9,10,-1,0,6,-5,0
COc1ccc(C(=O)N2CCCCC2)cc1S(=O)(=O)Nc1cccc(C(=O)O)c1,-1.6,1.1,0.96,4,-2,-6,-14,-3,2
CN(c1cccc(Cl)c1)S(=O)(=O)c1cccc(C(=O)NCc2ccncc2)c1,4.9,1.1,0.87,13,-3,-2,-12,-6,-4
Cc1ccc2c(c1)c1c(n2CC2COC(C)(C)O2)C(=O)CCC1 (stereo not given),1.3,0.86,0.99,1,1,2,14,-4,6
CCCn1nc(NS(=O)(=O)c2cccc3nonc23)c2cc3cccc(C)c3nc21,3.3,0.97,1.1,-10,-3,-6,3,-3,-3
O=C(C1CCN(C2CC(=O)N(c3cccc(Cl)c3)C2=O)CC1)N1CCCC1 (stereo not given),-1.6,1.1,2.9*,-194,-6,0,-10,9,1
CCc1ccccc1NNC(=O)CCc1ccccc1,1.5,1,1,0,0,-1,-4,10,0
CCc1nc(Nc2cccc(O)c2)c2oc3ccccc3c2n1,2.8,0.99,1.1,-5,0,21*,1,-1,-2
Cc1cc(F)c(F)c(C(=O)N2CCOCC2)c1Cl,-0.1,1,1,-1,-1,-14,-3,0,0
COc1ccc(CCNC(=O)CC(NC(=O)c2ccccc2Cl)c2ccccc2)cc1 (stereo not given),-2.1,1.3,1.2,-16,-3,0,-34,-8,1
CCCCOc1ccc(C(=O)Oc2cccnc2)cc1,0.4,0.9,0.97,3,-1,-1,10,-8,-7
CCOC(=O)COc1nc(-c2ccccc2)cc(-c2ccco2)c1C#N,3.5,0.96,1.1,-8,-2,-1,4,-3,-1
O=S(=O)(c1ccc(NC(=S)N2CCN(c3ccccc3F)CC2)cc1)N1CCOCC1,0.2,1.1,0.91,9,-1,2,-6,-3,0
Cc1ccc(Sc2c(C)nn(C(=O)c3cccc(S(=O)(=O)N4CCOCC4)c3)c2C)cc1,32,0.99,1.2,-20,-2,-1,0,-7,-1
Cc1csc2nc(O)c(C(=O)NCCN3CCOCC3)c(=O)n12,-0.3,0.98,0.94,6,-4,1,2,-4,0
CCC(=O)NCCc1nc2ccccc2n1Cc1ccc(C)cc1,1.7,0.97,0.86,14,1,2,3,-6,-2
COc1ccccc1N(CC(=O)NCCSCc1cccc(C)c1)S(=O)(=O)c1ccccc1,-0.4,0.84,0.87,13,-3,1,16,-3,-5
O=C(C1CC1)N1CCc2cc(Br)cc(S(=O)(=O)NCCCN3CCCCC3)c21,-1.3,0.99,1,-2,2,-1,1,-6,3
Cc1ccccc1C(=O)NC1CCN(C(=O)Nc2ccc(F)cc2)CC1,-0.4,0.99,0.91,9,0,-1,0,-18,-2
c1ccc2occc2c1,-1.4,0.96,1,-4,1,0,4,3,-2
CNC(=S)NNc1nc(C)cc(C)n1,0.1,1.1,1,-4,-6,-6,-6,-9,-1
Cc1nnc(SCC(=O)NC2CCCCCC2)n1N,-0.6,0.98,0.86,14,-3,-2,2,-9,0
CN(C)S(=O)(=O)c1cccc(NC(=O)COC(=O)/C=C/c2ccc(Br)o2)c1,2.3,0.95,1,0,28,-3,5,13,-2
Nc1nccc(-c2cccs2)n1,0.2,1.1,1.1,-10,-4,1,-9,-3,-1
O=C(NC1CC2CCCC(C1)N2Cc1ccccc1)c1ccc([N+](=O)[O-])cc1 (stereo not given),-0.5,0.92,0.98,2,-1,1,8,-3,-1
Cc1cccc(NC(=O)COc2ccc(Br)cc2C)n1,1.9,1.1,1.1,-11,-2,2,-9,-2,3
O=C(NC12CC3CC(CC(C3)C1)C2)c1ccc(=O)oc1,-0.9,0.98,1.2,-19,-1,-1,2,-5,-2
O=C(CC1C(=O)NCCN1Cc1c(F)cccc1Cl)NCCCOc1cccnc1 (stereo not given),0.8,0.99,1.2,-23,-3,1,1,-5,-1
CC(=O)c1ccc(OCCCC(=O)NCCc2ccc(C(F)(F)F)cc2)cc1,0.0,0.96,1,-2,1,-6,4,1,-2
COc1cc(/C=C2\C(=O)ON=C2c2ccccc2)cc(OC)c1OC,-3.5,1.1,1.1,-6,4,-2,-5,-5,-2
O=C(CCl)N1CCN(S(=O)(=O)c2ccc3ccccc3c2)CC1,-1.2,0.94,1,-2,0,0,6,-5,-6
Cc1cccn2c(=O)c3cc(C(=O)N(C)C)n(C)c3nc12,-0.6,0.92,0.86,14,-1,0,8,-4,2
COC(=O)[C@@]1(C)[C@H]2C(=O)N(Cc3ccccc3)C(=O)[C@H]2[C@H]2CN=C(SCc3ccc(C)cc3)N21,0.3,0.96,/,/,1,0,4,3,/
